rad50 – NCI yeast anticancer drug screen, S. cerevisiae rad50 strain. growth inhibition, % at 50 µM. actives 10% (n = 79,000);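 note: 0% = growth of vehicle-only cultures of the same strain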
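Cells are treated with compound, grown, and their growth is then scored against vehicle-only cultures of the same repair-deficient yeast strain.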
yeast mec2-1 – NCI yeast anticancer drug screen, S. cerevisiae mec2-1 strain | % growth inhibition at 50 µM | actives 9% (n = 79,000) | AID 157, 2004;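 note: 0% = growth of vehicle-only cultures of the same strain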
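Growth inhibition is read against vehicle-treated controls after compound exposure of the mec2-1 yeast strain, which is defective in DNA damage repair or cell cycle control.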
sgs1 mgt1 – NCI yeast anticancer drug screen, S. cerevisiae sgs1 mgt1 strain; growth inhibition, % at 50 µM; actives 10% (n = 78,000); AID 161, 2004;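 note: 0% = growth of vehicle-only cultures of the same strain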
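Test agents were incubated with a DNA-repair-mutant yeast strain. Growth was then read and compared against vehicle-treated controls.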
mlh1 rad18 – NCI yeast anticancer drug screen, S. cerevisiae mlh1 rad18 strain; % growth inhibition at 50 µM; actives 11% (n = 79,000);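 note: 0% = growth of vehicle-only cultures of the same strain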
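Genetically defined yeast (DNA repair-deficient) exposed to compounds; growth inhibition determined relative to vehicle.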
cln2 rad14 – NCI yeast anticancer drug screen, S. cerevisiae cln2 rad14 strain. growth inhibition, % at 50 µM. actives 8.3% (n = 78,000). AID 165, 2004;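 note: 0% = growth of vehicle-only cultures of the same strain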
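Growth inhibition, relative to vehicle-treated controls, is the read-out. The test organism is a yeast strain with defined genetic alterations, cln2 rad14.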
bub3 – NCI yeast anticancer drug screen, S. cerevisiae bub3 mutant strain; actives 9.9% (n = 78,000); % growth inhibition at 50 µM;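 note: 0% = growth of vehicle-only cultures of the same strain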
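Mutant yeast screening strain plus compound; vehicle-treated cultures serve as the 0% inhibition reference.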
* marks the source's active call; other numbers are inactive results. Cut-off read from the data, not from the text of the source: active = growth inhibition above about 70%; inactive = the rest.

#	Structure	rad50	yeast mec2-1	sgs1 mgt1
1	CCC(C)OC(=O)/C(Br)=C1/OC(=O)c2ccccc2-c2ccccc21 (centres undefined)	-2	-16	0
2	O=[N+]([O-])c1[nH]c(SOCc2ccccc2)nc1-c1ccccc1	1	-21	4
3	Cc1ccc(NC2=N/C(=C/c3ccccc3)C(Cl)=N2)cc1	-10	-31	17
4	NC(=Nc1cccc2ccccc12)Nc1cccc2ccccc12	-2	-21	0
5	CCNc1cccc2ccccc12	45	-3	14
6	Cc1ccc(CCOC(=O)Nc2ccccc2)cc1	-8	6	-3
7	[N-]=[N+]=Nc1cc(=O)n(-c2ccccc2)c(=O)n1-c1ccccc1	10	9	13
8	CC12CCC(=O)C=C1CCC1C2CCC2(C)C(c3cnc[nH]3)CCC12 (centres undefined)	77*	30	65
9	C/C(=N/N=C(N)N)c1cnn(C(=N)N)c1C	15	13	18
10	OCC1(c2ccccc2)CCNCC1	-9	-5	-2

#	mlh1 rad18	cln2 rad14	bub3
1	-7	-13	-42
2	-6	-21	-44
3	-51	11	14
4	-9	-1	-10
5	39	-31	37
6	17	-13	2
7	32	22	10
8	39	35	70
9	28	19	21
10	27	-1	-10

Profiles from above. Screens in order: rad50 | yeast mec2-1 | sgs1 mgt1 | mlh1 rad18 | cln2 rad14 | bub3
`CCNc1cccc2ccccc12` across the screens: 45 | -3 | 14 | 39 | -31 | 37
`CCC(C)OC(=O)/C(Br)=C1/OC(=O)c2ccccc2-c2ccccc21` (centres undefined) across the screens: -2 | -16 | 0 | -7 | -13 | -42

Further structures.
#	Structure	rad50	yeast mec2-1	sgs1 mgt1
11	O=C(CCc1ccc(O)c(O)c1)c1ccc(O)c(O)c1O	2	-20	9
12	CC(=O)OCc1ccc([N+](=O)[O-])cc1	-2	0	-9
13	O=C(Nc1ccccc1)NC1CCCC1	5	8	-2
14	O=C1CSC(=Nc2ccc(F)cc2F)N1Cc1cccs1	80*	78*	90*
15	O=C1CCN2CCC(=O)c3c(Cl)ccc1c32	8	13	8
16	COc1ccc2c(c1OC)C(=O)N/C2=C\c1c(CCN(C)C)cc2c(c1OC)OCO2	-18	-17	-40
17	Nc1ncnc2c1ncn2C1OC(COP(=O)(O)OP(=O)(O)OCC2OC([n+]3cccc(C=O)c3)C(O)C2O)C(O)C1O (centres undefined)	11	4	7
18	CCCCOCn1c(=O)[nH]c(=O)c2cc(Br)ccc21	19	4	90*
19	CCOC(=O)c1[nH]c(CC(=O)O)c(C(=O)O)c1C	16	26	24
20	O=CC(=C\c1cccs1)/C(C=O)=C\c1cccs1	99*	99*	100*

#	mlh1 rad18	cln2 rad14	bub3
11	-34	3	-17
12	6	8	-6
13	-1	-6	-12
14	85*	50	86*
15	17	14	14
16	-19	-10	-41
17	12	-4	1
18	27	18	82*
19	15	0	16
20	89*	99*	99*

Next part.
#	Structure	rad50	yeast mec2-1	sgs1 mgt1
21	CCCCCCCCCCCCCCC(O)CO (centres undefined)	-11	-13	-4
22	O=C(O)c1cc([N+](=O)[O-])ccc1O	-9	7	-5
23	c1ccc(B2OCC(C3OB(c4ccccc4)OC4COB(c5ccccc5)OC43)O2)cc1 (centres undefined)	33	-2	-1
24	COC12C=CC(CC1)c1c2c(O)c2ccncc2c1O (centres undefined)	58	57	70
25	Cc1ccc(CCCC(=O)O)c(C)c1	6	0	22
26	CC1=NN(c2ccccc2)C(=O)C1C(=O)C(=O)Nc1ccc(C)cc1C (centres undefined)	-13	-12	-4
27	COc1ccc(CCN=C(C)c2cc(Cl)cc(Cl)c2O)cc1OC	31	16	7
28	CCCCOC(=O)c1ccc(NC(=O)CCl)cc1	29	19	43
29	COc1c(NC(=O)c2ccccc2Cl)cccc1[N+](=O)[O-]	-1	1	14
30	CCSSC12CCCN1C(=O)C(C)N(C)C2=O (centres undefined)	78*	16	12

#	mlh1 rad18	cln2 rad14	bub3
21	-21	-102	-27
22	8	8	12
23	24	-31	-23
24	65	56	60
25	46	1	29
26	8	3	-13
27	14	19	0
28	43	12	14
29	20	-7	17
30	4	-61	20

Going on with the list:
#	Structure	rad50	yeast mec2-1	sgs1 mgt1
31	CC(C1=CC=C2[C@@H]3CCC4CC(N(C)C)CC[C@]4(C)C3CC[C@]12C)N(C)C=O (some centres undefined)	7	9	-16
32	COc1ccc(C(C#N)=C2C=CC(=NO)C=C2)cc1	65	88*	88*
33	Fc1cccc2c(SCCCCCSc3c4ccccc4nc4c(F)cccc34)c3ccccc3nc12	23	13	-3
34	O=C(Cc1nc2ccc(C(=O)c3ccccc3)cc2[nH]c1=O)C(=O)Nc1ccc(C(F)(F)F)cc1[N+](=O)[O-]	8	15	-4
35	COc1ccc(C2CC(c3ccccc3)=Nc3ccccc3S2)cc1 (centres undefined)	-12	-18	16
36	CCOC(=O)c1ccc(C=O)cc1	16	-6	-5
37	CCCCOc1ccc2c(c1)CC[C@@H]1[C@@H]2CC[C@]2(C)C(=O)N(CCCC)C(=O)C[C@@H]12	5	-3	16
38	CNS(=O)(=O)c1ccc(Cl)c(Cl)c1	-43	-5	-14
39	CC(C)=CCCC(=O)C(c1nc2nnc(N)n2[nH]c1=O)c1nc2nnc(N)n2[nH]c1=O	13	14	-2
40	CCc1ccc(NS(=O)(=O)c2ccccc2[N+](=O)[O-])cc1	32	43	62

#	mlh1 rad18	cln2 rad14	bub3
31	2	6	4
32	91*	60	86*
33	-14	-16	-6
34	18	-6	-12
35	1	-11	25
36	-12	6	-6
37	4	-17	16
38	-41	-55	-25
39	-8	18	2
40	66	25	51

Some of these compounds in order of SMILES length, descending.
#	Structure	rad50	yeast mec2-1	sgs1 mgt1
34	O=C(Cc1nc2ccc(C(=O)c3ccccc3)cc2[nH]c1=O)C(=O)Nc1ccc(C(F)(F)F)cc1[N+](=O)[O-]	8	15	-4
31	CC(C1=CC=C2[C@@H]3CCC4CC(N(C)C)CC[C@]4(C)C3CC[C@]12C)N(C)C=O (some centres undefined)	7	9	-16
39	CC(C)=CCCC(=O)C(c1nc2nnc(N)n2[nH]c1=O)c1nc2nnc(N)n2[nH]c1=O	13	14	-2
33	Fc1cccc2c(SCCCCCSc3c4ccccc4nc4c(F)cccc34)c3ccccc3nc12	23	13	-3
26	CC1=NN(c2ccccc2)C(=O)C1C(=O)C(=O)Nc1ccc(C)cc1C (centres undefined)	-13	-12	-4
40	CCc1ccc(NS(=O)(=O)c2ccccc2[N+](=O)[O-])cc1	32	43	62
29	COc1c(NC(=O)c2ccccc2Cl)cccc1[N+](=O)[O-]	-1	1	14
27	COc1ccc(CCN=C(C)c2cc(Cl)cc(Cl)c2O)cc1OC	31	16	7
35	COc1ccc(C2CC(c3ccccc3)=Nc3ccccc3S2)cc1 (centres undefined)	-12	-18	16
32	COc1ccc(C(C#N)=C2C=CC(=NO)C=C2)cc1	65	88*	88*
30	CCSSC12CCCN1C(=O)C(C)N(C)C2=O (centres undefined)	78*	16	12
36	CCOC(=O)c1ccc(C=O)cc1	16	-6	-5

#	mlh1 rad18	cln2 rad14	bub3
34	18	-6	-12
31	2	6	4
39	-8	18	2
33	-14	-16	-6
26	8	3	-13
40	66	25	51
29	20	-7	17
27	14	19	0
35	1	-11	25
32	91*	60	86*
30	4	-61	20
36	-12	6	-6

New compounds follow
#	Structure	rad50	yeast mec2-1	sgs1 mgt1
41	NC(=S)N/N=C(\CC1OC(=O)c2ccccc21)c1ccc(Cl)cc1 (centres undefined)	1	-21	-6
42	CCCCOC(=O)NC(=O)c1cn(CCCOC(=O)CCCCCCCCC(=O)OCCCn2cc(C(=O)NC(=O)OCCCC)c(=O)n(C)c2=O)c(=O)n(C)c1=O	-4	-11	-11
43	COc1cccc(-n2cnc3c(SC)ncnc32)c1	9	4	5
44	O=C1/C(=C/c2ccc(Cl)cc2)CNC/C1=C\c1ccc(Cl)cc1	86*	89*	87*
45	CN(C)C1C=C(c2ccccc2)OS(=O)(=O)C1 (centres undefined)	42	1	7
46	CCc1cccc(C)c1N1C(=O)C(=O)C(c2nc3ccccc3o2)/C(=N\NS(=O)(=O)c2ccc(C)cc2)C1=O (centres undefined)	-7	14	4
47	CCCCCCCCCCCCCCCCCC(=O)CC	-25	-21	15
48	O=C(NCc1ccncc1)Nc1ccccc1Cl	-3	3	0
49	O=C(CC(O)(C(F)(F)Cl)C(F)(F)Cl)c1cccc([N+](=O)[O-])c1	78*	62	82*
50	CCOC(=O)c1cnc2c(cnn2CC)c1N1CCN(CCO)CC1	-1	0	12

#	mlh1 rad18	cln2 rad14	bub3
41	6	9	-4
42	-6	12	14
43	2	-28	19
44	79*	84*	85*
45	26	18	19
46	0	36	7
47	-9	40	-9
48	3	-2	4
49	96*	72*	61
50	-28	-3	3

(cont.)
#	Structure	rad50	yeast mec2-1	sgs1 mgt1
51	O=C1Nc2ccc([N+](=O)[O-])c3c([N+](=O)[O-])ccc1c23	79*	47	58
52	NC1CC(c2ccccc2)OC1=O (centres undefined)	11	2	6
53	S=C(Nc1ccccc1)Nc1[nH]c(=S)sc1-c1nc2ccccc2[nH]1	-43	-39	-14
54	Cc1nc2ccccc2c(=O)n1NC(=O)c1ccccc1O	-7	-54	-8
55	NC(CSSCC(N)=NC1CCCCC1)=NC1CCCCC1	6	3	13
56	CCOC(=O)N1CCN(c2ccc3ccc(N)nc3n2)CC1	22	-13	29
57	CCOc1ccccc1N=Nc1c(-c2ccccc2)nn(C(=O)CC(=O)Nc2cccc(Cl)c2)c1-c1ccccc1	13	-14	41
58	C=CCCNC(=S)S	-1	12	6
59	CCN(CC)CCCNc1c2c(nc3ccc(Cl)cc13)CCCC2	-20	-9	1
60	CCCOCCC#N	-12	7	-8

#	mlh1 rad18	cln2 rad14	bub3
51	91*	70	34
52	11	14	3
53	-31	-1	2
54	17	12	-4
55	20	7	-1
56	17	-5	19
57	22	9	26
58	-3	-3	4
59	3	-8	-12
60	-18	41	-2

(list continues)
#	Structure	rad50	yeast mec2-1	sgs1 mgt1
61	N#CC(C(=O)/C(=N/NC(=O)c1ccccc1O)C(C#N)c1ccccc1)c1ccccc1 (centres undefined)	13	7	19
62	COc1ccc(OC)c(N=Nc2c(C)[nH]n(C(N)=S)c2=O)c1	79*	19	81*
63	COc1ccc(O)c2c(=O)ccccc12	8	7	-3
64	CCOC(=O)N1CCN(P(=O)(c2ccccc2)N2CCN(C(=O)OCC)CC2)CC1	7	-28	2
65	CCc1nnc(CC)n1N	46	-7	42
66	COc1ccc(/C=C(\C#N)c2ccc([N+](=O)[O-])cc2)cc1[N+](=O)[O-]	21	5	22
67	O=c1c2ccccc2oc2c(Cl)cc(Cl)cc12	-1	0	9
68	O=C1CCn2c([nH]c3cccc4cccc2c43)=N1	17	-7	-4
69	COc1ccc2c(c1C)C(=O)C(O)(CC=C(C)C)O2 (centres undefined)	33	1	-4
70	O=[N+]([O-])c1ccc(SCc2ccccc2)c2nonc12	87*	90*	88*

#	mlh1 rad18	cln2 rad14	bub3
61	0	14	11
62	67	11	42
63	6	-14	5
64	10	-32	-1
65	38	-11	16
66	16	7	24
67	1	-10	-6
68	43	30	-11
69	-59	2	5
70	86*	89*	89*

(list continues)
#	Structure	rad50	yeast mec2-1	sgs1 mgt1
71	CC(=O)Oc1ccc(/C=C/c2ccccn2)cc1	7	-2	-2
72	C#CCOC(=O)Nc1nc2ccc(SC#N)cc2s1	98*	97*	98*
73	Cc1cc(Cl)ccc1N=Cc1ccc(OCc2ccccc2)cc1	1	-27	22
74	Cc1ccc(N=NC2C(=O)c3ccccc3C2=O)cc1	23	12	3
75	CCOc1cc(/C=C2/C=C(c3ccc(OC)cc3)OC2=O)ccc1O	-14	0	4
76	CC(C)CC(NC(=O)C(CCC(=O)OCc1ccccc1)NC(=O)OC(C)(C)C)C(=O)NC(COCc1ccccc1)C(=O)NC(Cc1ccccc1)C(=O)O (centres undefined)	-7	-5	-8
77	C/C(=N/O)C1c2ccccc2Cc2ccccc21	-12	-12	-24
78	COC(=O)CSc1ccccc1	5	-8	1
79	Cc1cc2nc(NN)[nH]c2cc1C	5	7	-18
80	CC(=O)NNc1nc(C)c(C(=O)NNC(=O)C(=O)Nc2ccccc2C#N)s1	12	20	-9

#	mlh1 rad18	cln2 rad14	bub3
71	15	-55	4
72	97*	96*	98*
73	15	-1	0
74	-19	12	2
75	-1	-19	3
76	-11	6	13
77	-22	-13	-2
78	26	22	-13
79	22	-10	-26
80	-5	15	13

Further structures
#	Structure	rad50	yeast mec2-1	sgs1 mgt1
81	C[n+]1nnn(/N=C\c2ccccc2)c1N	-4	12	10
82	O=[N+]([O-])c1ccc(P(=O)(O)c2ccc([N+](=O)[O-])cc2)cc1	15	18	24
83	NCc1ccc(Cl)cc1	9	-3	11
84	O=C1c2ccccc2C(=O)n2nc3ccccc3c21	9	5	-3

#	mlh1 rad18	cln2 rad14	bub3
81	12	-1	9
82	35	-26	-11
83	14	26	-2
84	-2	-53	7

Rows were taken by chance (roughly 13% active in at least one column).
